Compound activity deposited in PubChem by several laboratories.
PolyA inh = polyadenylation inhibitors in yeast reporter cells, primary screen, luminescence, S. cerevisiae; S. cerevisiae SKY197-pL101 polyadenylation reporter, beta-gal luminescence; efflux-impaired pdr1/pdr3 knockout yeast; score 100 = 6 SD above DMSO; calls only at 12 µM; AID 1875, 2009; actives 0.02% (n = 300,000);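 active = lowest replicate activity score at least 50, where 100 means six control SD above control mean; inconclusive = lowest score under 50 but half or more replicates reach 50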;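 note: yeast exposed to compound for 9 h at 30 °C; higher score means more reporter readthrough which indicates perturbed polyadenylation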
HSP90 inh = HSP90 inhibitors, primary screen, cell lysate, luminescence | actives 0.91% (n = 290,000) | AID 1789, 2009 | inhibition, % at 5.6 µM | Rabbit reticulocyte lysate, luciferase refolding luminescence, 3 h;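 active = inhibition above the screen-wide mean plus 3 SD, computed separately per campaign, cut at about 16% in these data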;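 note: 0% = DMSO wells and 100% = 60 µM geldanamycin wells; inhibitors lower the luminescence because luciferase stays unfolded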
KLF5 inh = KLF5 expression inhibitors, primary screen, DLD-1 cells, luminescence; DLD-1 KLF5 promoter-luciferase reporter; inhibition, % at 5 µM; actives 0.23% (n = 290,000); AID 1700, 2009;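 active = inhibition above a per-plate limit of that plate's mean compound inhibition plus 3 SD, cut at about 60% in these data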;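 note: 0% = DMSO wells and 100% = LY294002 at 200 µM; higher means less KLF5 promoter-driven luciferase light; inactives centre near -14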
GSK3B inh = human GSK3beta kinase inhibitors, primary screen, biochemical, cell-free homogeneous, HTS. actives 0.038% (n = 300,000). activity score (negative = inhibition), % at 10 µM. Glycogen synthase kinase-3 beta (Homo sapiens), P49841. AID 2097, 2009. GST-GSK3beta kinase, ADP-Glo luminescence, 60 min; hits give low values;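 active = more than half of replicate wells score below -50%, meaning over 50% inhibition versus plate controls; inconclusive = some replicates but at most half score below -50%; inactive = no replicate scores below -50%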;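 note: 0% = median DMSO wells and -100% = median GW8510 positive control wells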
Target sequence (P49841 whole entry, looked up): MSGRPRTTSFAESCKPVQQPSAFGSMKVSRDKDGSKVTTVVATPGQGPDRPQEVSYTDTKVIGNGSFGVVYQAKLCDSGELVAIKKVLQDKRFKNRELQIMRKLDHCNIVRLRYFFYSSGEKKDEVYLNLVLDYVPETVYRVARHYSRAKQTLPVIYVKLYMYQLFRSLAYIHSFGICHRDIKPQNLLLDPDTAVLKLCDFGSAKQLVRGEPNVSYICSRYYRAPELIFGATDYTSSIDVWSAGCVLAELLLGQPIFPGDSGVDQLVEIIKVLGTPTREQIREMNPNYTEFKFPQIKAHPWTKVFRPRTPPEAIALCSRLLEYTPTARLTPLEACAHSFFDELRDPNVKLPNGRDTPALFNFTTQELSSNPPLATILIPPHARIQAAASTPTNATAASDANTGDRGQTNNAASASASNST
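Assay system: GST-fused GSK3beta enzyme, cell-free / Medium: Tris pH 7.5 buffer with MgCl2, DTT, BSA, heparin / Also added: peptide substrate plus 25 µM ATP (final) / Compound: 10 µM single point / Timing: kinase reaction with compound 60 min at room temperature / Detection: ADP-Glo luminescence / Benchmarks: DMSO neutral wells and GW8510 at 20 µM as positive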
aSyn 5UTR inh = MLPCN primary screen, SNCA 5' untranslated region | inhibition, % (tested at 7.5 µM) | alpha-synuclein 5'UTR reporter, inhibitor activity | actives 0.82% (n = 300,000); in the data active = inhibition above about 60%; inconclusive = no clear call, values can overlap the other calls;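 note: H4 neuroglioblastoma cells stably carrying SNCA 5'UTR luciferase fusion; 0% = DMSO wells and 100% = positive control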
GSK3 alpha inh = blockers of GSK3A enzyme activity – biochemical, luminescence, cell-free homogeneous, HTS, primary screen; inhibition, % at 10 µM; GSK-3 alpha kinase, ADP-Glo luminescence, 60 min; AID 2650, 2010; actives 0.1% (n = 320,000); Glycogen synthase kinase-3 alpha (Homo sapiens), P49840;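 in the data active = inhibition above about 50%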;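 note: GST-tagged GSK-3 alpha with peptide substrate and 25 µM ATP; 0% = DMSO neutral wells and 100% = GW8510 positive control wells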
Target sequence (P49840 whole entry, looked up): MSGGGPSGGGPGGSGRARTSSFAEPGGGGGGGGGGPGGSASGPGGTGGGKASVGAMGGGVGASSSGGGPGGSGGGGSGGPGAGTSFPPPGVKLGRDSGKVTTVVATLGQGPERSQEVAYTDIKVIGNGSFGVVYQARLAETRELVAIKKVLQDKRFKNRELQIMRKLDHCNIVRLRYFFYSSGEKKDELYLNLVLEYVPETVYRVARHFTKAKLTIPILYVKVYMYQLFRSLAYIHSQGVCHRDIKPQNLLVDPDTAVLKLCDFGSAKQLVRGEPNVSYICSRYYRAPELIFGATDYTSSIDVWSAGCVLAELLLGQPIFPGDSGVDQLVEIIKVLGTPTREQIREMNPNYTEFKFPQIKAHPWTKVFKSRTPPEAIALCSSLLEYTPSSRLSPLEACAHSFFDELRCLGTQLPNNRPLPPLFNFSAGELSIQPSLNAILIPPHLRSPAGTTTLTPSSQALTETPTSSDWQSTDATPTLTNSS
HSF1 inhib = HSF1 inhibitors in luciferase reporter cells, primary screen, cell-based, NIH3T3, luminescence; NIH3T3-HGL HSE-luciferase, MG132-induced, luminescence 8 h; hits give low values; activity change, negative = inhibition, % at 7.5 µM (by protocol); actives 0.77% (n = 300,000);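 active = more than half of replicate wells show activity change below -50%, luminescence cut by over half; inconclusive = some wells, but at most half, below -50%; inactive = no replicate well below -50%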;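 note: luciferase reports HSF-1 transcriptional activity via heat shock element; 0% = median of DMSO wells and -100% = zero luminescence signal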
IEC-6 cytotox = cytotoxicity in IEC-6 intestinal epithelial cells, primary screen, cytotoxicity control for KLF5 inhibitor project, cell-based, luminescence | IEC-6 cytotoxicity, luminescence viability | inhibition, % at 5 µM | actives 0.78% (n = 290,000); in the data active = inhibition above about 22%;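 note: 0% = plate median of test compound wells and 100% = cytotoxic reference compound wells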
HSF-1 act = HSF-1 activators, primary screen, NIH3T3-HGL cells, MG132 stress, luminescence, single point; NIH3T3-HGL HSF-1 luciferase reporter, 8 h; 100% = twice DMSO control signal; activation, % at 9 µM; actives 1.7% (n = 300,000); AID 504408, 2011;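 active = mean replicate activation of at least 50% with a set share of replicates each reaching 50%; inconclusive = only one of those two conditions met; inactive = mean below 50% and too few replicates reaching it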;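 note: 0% = median of the neutral control wells and 100% = twice that signal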
AI-2 QS modul = Vibrio harveyi AI-2 quorum sensing modulators, primary screen, JMH597 strain, luminescence/OD600 ratio; activity change, % at 7.5 µM; AID 2094, 2009; Vibrio harveyi JMH597 AI-2 luminescence/OD600 ratio, 9 h; hits give low values; strain lacks LuxN and CqsS sensors; 0 = neutral-control median; actives 0.4% (n = 300,000); in the data active = activity change below about -75%, passing the limit was not always enough; inconclusive = no clear call, values can overlap the other calls;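 note: luminescence divided by OD600 gain over 9 h not by final OD600 alone; inactives centre near 13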
* = called active by the depositor; i = inactive; ? = inconclusive; / = no result given. These rows are one share of the data; the hit share may differ from the screen's.

Molecule	GSK3B inh	HSF-1 act	AI-2 QS modul	HSP90 inh	HSF1 inhib	IEC-6 cytotox	GSK3 alpha inh	aSyn 5UTR inh	KLF5 inh	PolyA inh
CN(C)c1cc[n+](CC(=O)Nc2ccc(Cl)c([N+](=O)[O-])c2)cc1	2	-8	-87*	0	-3	5	5	-14	-11	i
O=c1c2ccccc2sn1-c1ccc(S(=O)(=O)N2CCCCC2)cc1	2	-1	38	1	-7	1	1	13	-15	i
Cc1cccc(NC(=O)CNC(=O)COc2ccc(-c3ccc(C#N)cc3)cc2)c1C	-1	2	25	3	-6	4	0	-6	-31	i
Cc1nc(SCC(=O)Nc2c(C)n(C)n(-c3ccccc3)c2=O)[nH]c(=O)c1C	1	18	19	-2	0	2	-2	21	-6	i
CCOC(=O)C1(Cc2cccc(OC)c2)CCN(Cc2cccnc2)CC1	1	-4	16	-1	-6	3	-1	1	-20	i
NNC(=S)NC1CCCCCCCCCCC1	-5	-2	20	0	-13	-10	0	17	15	i
O=C(N/N=C/c1cn(-c2cccs2)nc1-c1ccccc1)c1ccccc1Cl	3	59*	17	3	22	8	-2	-63	-24	i
CCc1nnc(N/N=C/c2ccc(O)c(OC)c2)n1N	0	39	1	0	20	-4	-3	9	1	i
CCNC(=O)NC(=O)COc1ccccc1C#N	-3	44	13	0	15	1	2	-89	-59	i
CCCCSc1nnc([C@@H]2CCCN2C(=O)OC(C)(C)C)o1	4	-15	27	1	2	3	-3	-7	-12	i
Cc1cc(=O)nc2c3ccccc3n(CC(=O)NC(C)c3ccc4c(c3)OCCO4)n12 (stereo unspecified)	-3	-2	2	1	-6	2	-2	-20	2	i
CN1CC(=O)N(CC(=O)Nc2ccc3c(c2)CCC3)C1=O	-3	0	-53	-2	-9	-4	3	-9	-4	i
CC(C)COc1ccc(C(=O)OCC(=O)NCCC2=CCCCC2)cc1	0	-2	22	/	-2	/	-2	4	/	i
CN(C)c1ccc(/C=N/NC(=O)c2nonc2N)cc1[N+](=O)[O-]	2	11	10	7	11	-2	3	5	-11	i
CCN(Cc1cc(=O)n2ccsc2n1)Cc1nc2cc(OC)c(OC)cc2c(=O)[nH]1	-1	8	13	5	1	-19	2	-10	2	i
Cc1csc(NC(=O)CCNC(=O)c2ccccc2Cl)n1	2	8	-3	-3	1	0	1	-26	-8	i
CC(C)(C)CN1CCN(CC#Cc2ccccc2)CC1CCO (stereo unspecified)	1	26	-5	3	-2	5	0	-38	-31	/
Cc1cc(NC(=O)CSc2nc(N)c(NC(=O)c3ccc(F)c(F)c3)c(=O)[nH]2)no1	2	-10	16	4	-6	-1	-2	2	-30	i
BrC(=C\c1ccccc1)/C=N/n1cnnc1	-5	-13	4	-2	?	75*	/	-36	20	i
COc1ccc([N+](=O)[O-])cc1N(CC(=O)NCCCOC(C)C)S(C)(=O)=O	-2	0	29	2	0	0	2	-27	-11	i
COc1ccc(-n2c(SCC(=O)Nc3cc(C)on3)nc3c([nH]c4ccccc43)c2=O)cc1OC	3	4	12	7	-1	3	-1	24	-18	i
CCN(CC)c1ccc(/C=N/N2C(=O)c3ccccc3C2=O)cc1	2	2	20	1	4	-3	-3	1	-33	i
CC(=O)Nc1ccc(N/C(=N\S(=O)(=O)c2ccccc2)c2ccccc2)cc1	-3	3	5	1	-7	0	-2	3	-37	i
O=c1cc(NCc2ccccc2)[nH]c(=O)[nH]1	2	-3	-5	/	-2	/	-4	-18	/	i
CCc1ccccc1N1C(=O)C(Cl)=C(N2CCOCC2)C1=O	4	-17	13	1	1	4	/	-4	7	i
NC(=O)c1cc(N)ccc1N1CCCC1	-1	-8	28	0	-3	-4	5	-5	5	i
O=C(Nc1cccn(Cc2c(Cl)cccc2Cl)c1=O)c1ccccc1Cl	1	89*	8	2	39	3	0	-24	-15	i
CC1SC(c2ccc(Cl)cc2)NC1=O (stereo unspecified)	-1	68*	7	-3	24	-2	1	5	-12	i
Cc1cc2cc(OCc3ccccc3)ccc2n1C	5	-4	28	-3	-7	1	0	-183	-191	i
C/C(CC(=O)Nc1ccc(F)cc1)=N\NC(=O)COc1ccccc1	-2	17	21	-3	9	-6	1	-17	-17	i
CCC(C)C(=O)Nc1ccccc1N1CCN(c2ccc(F)cc2)CC1 (stereo unspecified)	-1	9	25	4	-1	-6	0	3	-48	i
COc1ccc2nc(-c3ccc(F)cc3)sc2c1	4	-47	-9	/	-33	/	-1	-2	/	i
CCN(CC)Cc1c(-c2ccccc2)[nH]c2ccc(C)cc2c1=O	-9	-43	27	-4	-28	0	-1	5	-1	i
O=C(COc1ccc(S(=O)(=O)N2CCCCC2)cc1)NCC1CCCO1 (stereo unspecified)	2	-3	33	3	3	5	-1	-3	-11	i
COc1ccc(NC(=O)c2ccc(NCCCN3CCOCC3)c([N+](=O)[O-])c2)cc1	3	5	18	0	-4	3	-1	-2	-25	i
COc1cc(/C=C/C(=O)O)ccc1O	-2	-13	4	/	-9	/	2	-8	/	i
O=C(N/N=C/c1cccc(O)c1)c1ccc(COc2cccc3cccnc23)cc1	0	20	5	1	13	4	0	-34	-13	i
Cc1cc(C)c(OCC(O)CN2CCN(c3ccccn3)CC2)c(C)c1 (stereo unspecified)	-1	-31	12	1	-13	-2	0	-2	-5	i
O=C(Nc1ccc(F)cc1)c1cc2cc(Cl)ccc2[nH]1	-3	4	2	-4	1	3	-1	-62	-98	i
C=CCn1c(SCC(=O)NC2CC2)nnc1-c1cccs1	-1	-8	9	3	0	5	0	7	-12	i
COc1ccc(N(CCC#N)S(=O)(=O)c2cccc3nsnc23)cc1	-1	-8	13	4	-6	8	-4	-23	-8	i
Cc1ccc(NC(=O)NCCCN2CCOCC2)cc1	-6	9	2	0	0	-4	3	-14	-22	i
Cc1ccc(Cl)cc1NC(=O)CSC(N)=O	3	16	26	8	6	-4	-1	-2	13	i
CCc1noc(C)c1C(=O)Nc1nc(-c2ccc(Cl)cc2Cl)cs1	-3	12	8	-3	5	-5	-3	-5	-16	i
Cc1ccc(NC2(C#N)C(=O)Nc3ccccc32)cc1 (stereo unspecified)	1	-19	40	4	-26	2	/	-19	-16	i
Cc1ccc(S(=O)(=O)N(CCO)Cc2cc3ccc(C)c(C)c3[nH]c2=O)cc1	-6	50	9	-1	24	-9	1	-34	-20	i
Cc1cccc(N=CC=C2OC(C)(C)C(C)(C)O2)c1	-4	4	7	-6	-3	-1	/	-81	-25	i
CCCN1CCN(c2nc(-c3cccs3)nc3ccccc23)CC1	2	-22	11	0	-3	3	-1	10	-26	i
COc1ccc(C)cc1Nc1n[n+](-c2ccccc2)c(-c2c(Cl)cccc2Cl)s1	2	1	34	-3	-1	-1	-6	54	5	i
Cc1ccc(NC(=S)NN2CCN(C)CC2)c(C)c1	5	26	-4	6	6	5	0	-5	-28	i

Next part:
Molecule	GSK3B inh	HSF-1 act	AI-2 QS modul	HSP90 inh	HSF1 inhib	IEC-6 cytotox	GSK3 alpha inh	aSyn 5UTR inh	KLF5 inh	PolyA inh
O=C(NCc1ccccc1Cl)c1ccc(CS(=O)(=O)c2ccccc2)o1	-2	3	/	-3	9	-6	-1	20	-3	i
O=c1cnn(Cc2ccc(Cl)c(Cl)c2)c2ccccc12	0	17	13	-2	3	6	-2	-20	-16	i
CC12CCC(=O)N1C(C(=O)Nc1nc(-c3ccccc3)cs1)CS2 (stereo unspecified)	-1	18	22	/	4	/	-1	-50	/	i
COc1ccc(Cn2nnnc2C(c2ccccn2)N2CCN(c3cc(Cl)ccc3C)CC2)cc1 (stereo unspecified)	-4	12	15	-6	1	-3	-1	-17	10	i
COc1cccc(Nc2ncc(C#N)c(N)n2)c1	-29	26	14	-1	11	-2	14	54	12	i
Cc1sc(NC(=O)c2ccc(Br)s2)c(C(N)=O)c1C	3	61*	-4	-3	38	1	-5	-225	-85	i
COc1cc(/C=C/C(=O)O)ccc1OCc1cnc(Cl)s1	0	3	32	-1	-3	-1	-3	-11	4	i
CCOC(=O)c1nn(-c2ccc(F)cc2)c(=O)c2c(N)scc12	3	3	12	-1	2	-7	-1	12	-23	i
Cc1[nH]c2ccccc2c1C(=O)/C=C/c1ccccc1	1	70*	13	-7	39	-1	-3	-98	-113	i
CCOC(=O)c1cnc2c(Cl)cccc2c1NCCN(C)C	1	17	2	-4	1	-14	9	12	-12	i
Cc1cccn2c(=O)c3cc(C(=O)NC(C)C)c(=N)n(Cc4ccncc4)c3nc12	-2	16	20	1	0	-7	11	-2	-43	i
